From PubChem BioAssay
IL2 activator: activators of IL-2. activation, % (series mostly up to about 46 µM). IL-2 activation reporter assay, cell-based qHTS; stimulated with anti-CD3/CD4/CD28 beads; in transgenic mouse T cells. actives 0.065% (n = 360,000); in the data active = activation above about 50%; inconclusive = mostly about 30% to 49%; note: 0% is about no effect
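First, unstimulated transgenic mouse T cells were exposed to compound for 60 min. Next, anti-CD3/anti-CD4-coated beads with anti-CD28 were added. Finally, after 18 h at 37 degrees C, EGFP and DsRed were imaged.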
WRN helicase inh: blocks human WRN helicase. Q14191. WRN helicase unwinding, fluorescent forked duplex, kinetic. Potency, µM (series often up to 114 µM), inactives show at the highest dose activity change, negative = inhibition, usual class: inhibitors. actives 0.46% (n = 360,000). AID 651768; note: potency is the fitted concentration of half-maximal effect; % is set by controls: 0 for no effect and ±100 for the full control effect; nearly all actives have a fitted effect of over 55% in size
Target sequence (Q14191 whole entry, looked up): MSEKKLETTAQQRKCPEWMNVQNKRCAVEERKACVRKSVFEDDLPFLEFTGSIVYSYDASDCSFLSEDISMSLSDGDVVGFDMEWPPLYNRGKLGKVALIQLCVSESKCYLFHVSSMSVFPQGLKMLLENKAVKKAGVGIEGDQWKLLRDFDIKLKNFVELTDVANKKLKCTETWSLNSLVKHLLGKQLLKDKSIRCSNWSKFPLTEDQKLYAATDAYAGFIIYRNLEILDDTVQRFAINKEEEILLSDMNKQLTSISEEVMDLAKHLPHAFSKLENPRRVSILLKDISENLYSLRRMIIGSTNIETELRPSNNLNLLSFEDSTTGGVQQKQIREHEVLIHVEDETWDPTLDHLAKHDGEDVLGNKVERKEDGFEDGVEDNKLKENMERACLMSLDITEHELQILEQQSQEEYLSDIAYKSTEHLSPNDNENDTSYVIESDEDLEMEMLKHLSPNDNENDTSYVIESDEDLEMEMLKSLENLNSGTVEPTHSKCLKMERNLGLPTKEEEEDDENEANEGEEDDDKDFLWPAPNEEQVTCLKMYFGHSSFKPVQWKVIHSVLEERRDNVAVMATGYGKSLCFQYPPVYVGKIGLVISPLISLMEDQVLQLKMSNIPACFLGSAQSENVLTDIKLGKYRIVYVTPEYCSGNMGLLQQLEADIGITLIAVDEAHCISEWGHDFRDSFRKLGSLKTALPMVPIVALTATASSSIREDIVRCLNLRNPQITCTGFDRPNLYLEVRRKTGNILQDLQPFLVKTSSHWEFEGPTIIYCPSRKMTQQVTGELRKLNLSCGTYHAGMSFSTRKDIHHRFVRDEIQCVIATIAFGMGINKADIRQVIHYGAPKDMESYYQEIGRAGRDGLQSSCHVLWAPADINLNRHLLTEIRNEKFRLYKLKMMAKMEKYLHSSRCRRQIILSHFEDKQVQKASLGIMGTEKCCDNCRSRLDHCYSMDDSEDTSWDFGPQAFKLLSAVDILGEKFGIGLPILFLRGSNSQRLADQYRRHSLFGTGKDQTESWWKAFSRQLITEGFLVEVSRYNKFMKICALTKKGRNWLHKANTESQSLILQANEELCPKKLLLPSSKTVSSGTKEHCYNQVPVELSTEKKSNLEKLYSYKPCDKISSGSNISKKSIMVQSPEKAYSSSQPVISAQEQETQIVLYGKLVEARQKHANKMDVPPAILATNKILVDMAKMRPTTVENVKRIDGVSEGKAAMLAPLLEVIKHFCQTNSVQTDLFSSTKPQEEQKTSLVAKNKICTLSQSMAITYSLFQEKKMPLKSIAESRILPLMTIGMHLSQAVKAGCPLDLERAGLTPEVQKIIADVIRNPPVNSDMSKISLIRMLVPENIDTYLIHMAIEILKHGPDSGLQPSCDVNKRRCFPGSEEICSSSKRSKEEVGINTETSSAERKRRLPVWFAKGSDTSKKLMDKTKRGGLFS
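Enzyme (20 nM final) and test compound sit together 15 min at room temperature before substrate addition. Substrate is a single-forked duplex oligonucleotide (100 nM) labelled with fluorophore and quencher, with 2 mM ATP; helicase unwinding raises red fluorescence, read kinetically.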
PI5P4Ka inh: inhibitors of human PI5P4K alpha; P48426; PI5P4Kalpha enzyme, ADP-Glo luminescence, 60 min; active compounds read low; max response, %; actives 1.2% (n = 330,000); active = max response of -50% or lower; inconclusive = between -30% and -50%; inactive = -30% or higher; note: value at the top dose of about 77 µM; % is set by controls: 0 for no effect and ±100 for the full control effect
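Reactions run in 0.038 M HEPES pH 7.4, 0.28 mM EGTA, 0.1% CHAPS and 5% DMSO, with PI5P4Kalpha, substrate, compound and 5 microM ATP final, one hour at room temperature. Readout is ADP-Glo luminescence.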
CCT modulator: cytosolic chaperonin activity modulation; purified chaperonin ATPase assay, HTRF ADP detection, 30 min; activity change, % (no concentration beside the values), hits read low; actives 0.3% (n = 360,000); AID 651819; in the data active = activity change below about -30%; note: % is set by controls: 0 for no effect and ±100 for the full control effect
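ATPase activity: ADP formed was measured by HTRF Transcreener (665/615 nm ratio) after 30 min at 37 deg C with 10 uM ATP. Compounds screened at one 76 uM concentration against 40 or 20 nM TRiC in Tris pH 7.4/KCl/MgCl2/DTT buffer.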
EPAC1 antagonist: blocks human EPAC1 exchange factor; AID 720709; EPAC1 GEF assay, Rap1b-BODIPY-GDP exchange fluorescence; O95398; actives 0.14% (n = 360,000); Potency, µM (top dose mostly 115 µM), for the others: top-dose activity change, negative = inhibition, most hits filed as inhibitors;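 note: potency is the fitted concentration of half-maximal effect; plate controls were vehicle for no effect and positive control for full effect; nearly all actives have a fitted effect of over 50% in size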
PLK1 PBD block: blocks phosphopeptide binding to human PLK1 polo-box domain | Plk1 PBD binding of FITC phosphopeptide, fluorescence polarization | Potency, µM, for inactives: max response, negative = inhibition, usual class: inhibitors | P53350 | actives 2.8% (n = 360,000); note: potency is the fitted concentration of half-maximal effect; series mostly up to about 57 µM; % is set by controls: 0 for no effect and ±100 for the full control effect; nearly all actives have a fitted effect of over 65% in size
EPAC1 agonist: activates human EPAC1 exchange factor. EPAC1 agonist qHTS, biochemical assay; response scale: 100% = response to 6.5 mM cAMP. O95398. Potency, µM (titrated, usually from 154 µM), inactives show top-dose activation, usual class: activators. actives 0.073% (n = 360,000). AID 720707; note: potency is the fitted concentration of half-maximal effect; nearly all actives have a fitted effect of over 60% in size
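EPAC1 100 nM, Rap1B–BODIPY-GDP 250 nM, unlabeled GDP 50 uM; compound titration; 5 min RT; kinetic read ex480/em540 at 5-min intervals ×30 min; data normalized to 6.5 mM cAMP agonist control.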
EPAC2 agonist: EPAC2 (human) agonism; Q8WZA2; EPAC2 activation, biochemical qHTS; response scale: 100% = 6.5 mM cAMP response; Potency, µM (top dose mostly 154 µM), inactives show at the highest dose activation, hits mostly activators; actives 0.079% (n = 360,000); note: potency is the fitted concentration of half-maximal effect; nearly all actives have a fitted effect of over 50% in size
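In this primary screen, activation is scored as increased exchange of BODIPY-GDP from Rap1B by 100 nM EPAC2, with 50 uM GDP as competitor. Signal is normalized to the 6.5 mM cAMP agonist control.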
Starred values were filed as active, the others as inactive; u = inconclusive; x = no result given; [ ] = remark or other dose. Unless noted, calls come from the whole dose curve; as a rule, active = well fitted curve in the direction sought with a large enough effect; inconclusive = small, poorly fitted or top-dose-only effect, or another doubt; inactive = no such curve, though single readings can be large; an effect the other way counts as inactive or inconclusive. This is a subset; rates above refer to the full screens.

SMILES	IL2 activator	WRN helicase inh	PI5P4Ka inh	CCT modulator	EPAC1 antagonist	PLK1 PBD block	EPAC1 agonist	EPAC2 agonist
O=C(Nc1ccccc1)C1=C[C@@H](c2ccc(Br)cc2)C[C@@H](OCCCCO)O1	-0.1	0%	-1	-0.1	-13%	-13%	9%	13%
CN(C)c1ccc(NC(=O)/C=C/c2c(Cl)cccc2Cl)cc1	-0.5	15%	-1	-4.7	12%	3%	-2%	1%
O[C@@H]1CN(CC2CCCCC2)[C@@H](c2ccccc2)C[C@H]1n1cc(-c2ccc(F)cc2)nn1	-1.6	-10%	11	-2.0	-11%	3%	-4%	-4%
Nc1ccn([C@@H]2O[C@H](C(=O)NCCCN3CCCC3=O)[C@@H](O)[C@H]2O)c(=O)n1	0.1	-3%	0	1.4	-25%	-5%	-7%	2%
CCOC(=O)c1ccc(N2C(=O)CC(NC3CCN(C(=O)c4cccc(Cl)c4)CC3)C2=O)cc1 (configuration not stated)	-0.4	-19%	-2	-0.4	u	-8%	6%	10%
O=C(c1cccs1)N1CCN(CCCc2ccccc2)CC1	-1.6	1%	x	-1.3	2%	3%	-2%	-8%
O=c1[nH]c(C2CCCN(S(=O)(=O)c3cccc(F)c3)C2)nc2c1nnn2Cc1ccccc1 (configuration not stated)	-4.1	-3%	0	-4.3	3%	-13%	-11%	0%
COc1cccc(C(=O)NC(C)C(c2cccs2)N2CCN(C)CC2)c1 (configuration not stated)	-0.7	-3%	x	-4.4	-2%	-4%	1%	9%
O=C(OCC(=O)N1CCN(Cc2ccccc2)CC1)c1cc(Cl)ccc1[N+](=O)[O-]	3.1	0%	4	0.6	-5%	3%	4%	-5%
COc1ccccc1C/C(N)=N/OC(=O)/C=C/c1ccccc1	-2.2	9%	-1	-1.1	-23%	-8%	14%	5%
CC1CCCN(CC(=O)Nc2ccc(S(=O)(=O)NC3CCCCC3)cc2)C1 (configuration not stated)	-1.9	-16%	x	-0.5	-2%	1%	3%	-8%
Cc1csc2c(N3CCN(C(=O)Nc4ccc(Cl)c(Cl)c4)CC3)ncnc12	-1.0	-3%	1	0.3	-3%	3%	3%	9%
C#CCOCCOCCOCCNc1nc(N2CCN(C(=O)[C@H]([C@@H](C)CC)n3cc([C@@H](N)CO)nn3)CC2)nc(N2CCN(C(=O)[C@H](Cc3ccc(O)cc3)n3cc([C@@H](N)CC(C)C)nn3)CC2)n1	-0.7	-7%	-3	1.3	-7%	3%	10%	12%
CCC(C)[C@H](NC(=O)Nc1ccc(C(C)=O)cc1)C(=O)OC (some centres not stated)	0.3	0%	-2	-2.0	2%	-1%	1%	-83%[inhibitor][15.6 µM]
Cc1ccc(C(=O)OCC(=O)NCc2cccc(Cl)c2)cc1S(=O)(=O)N1CCCCC1	-5.0	-2%	6	0.1	-11%	-8%	5%	13%
COc1ccc(-c2noc(CN(Cc3nccn3C)C(C)C)n2)cc1	3.7	-7%	16	1.7	-11%	-2%	3%	-2%
Cc1cc(C)nc(NC2=NCC(=O)N2c2ccc(F)c(Cl)c2)n1	0.1	-10%	10	-0.7	8%	0%	0%	10%
O=C1Nc2ccccc2C(O)(C(=O)N2CCCCC2)N1c1ccccc1 (configuration not stated)	-2.3	-26%	6	-1.9	-17%	-9%	3%	13%
O=C(CNC(=O)c1ccc(F)cc1)NCc1ccccn1	-0.3	7%	-6	-2.2	-11%	-1%	-8%	6%
CCOc1ccccc1NC(=O)c1cc(-c2ccccn2)nc2ccccc12	1.2	-1%	2	-1.9	0%	-6%	18%	18%

5 entries from above, with values under each structure.
Sequence of screens – IL2 activator | WRN helicase inh | PI5P4Ka inh | CCT modulator | EPAC1 antagonist | PLK1 PBD block | EPAC1 agonist | EPAC2 agonist
> COc1ccc(-c2noc(CN(Cc3nccn3C)C(C)C)n2)cc1
  3.7 | -7% | 16 | 1.7 | -11% | -2% | 3% | -2%
> Cc1cc(C)nc(NC2=NCC(=O)N2c2ccc(F)c(Cl)c2)n1
  0.1 | -10% | 10 | -0.7 | 8% | 0% | 0% | 10%
> O=C1Nc2ccccc2C(O)(C(=O)N2CCCCC2)N1c1ccccc1 (configuration not stated)
  -2.3 | -26% | 6 | -1.9 | -17% | -9% | 3% | 13%
> O=C(CNC(=O)c1ccc(F)cc1)NCc1ccccn1
  -0.3 | 7% | -6 | -2.2 | -11% | -1% | -8% | 6%
> CCOc1ccccc1NC(=O)c1cc(-c2ccccn2)nc2ccccc12
  1.2 | -1% | 2 | -1.9 | 0% | -6% | 18% | 18%

Compound profiles (already shown). Order of screens: IL2 activator	WRN helicase inh	PI5P4Ka inh	CCT modulator	EPAC1 antagonist	PLK1 PBD block	EPAC1 agonist	EPAC2 agonist
Profile of O=C(CNC(=O)c1ccc(F)cc1)NCc1ccccn1 = -0.3	7%	-6	-2.2	-11%	-1%	-8%	6%
Profile of Nc1ccn([C@@H]2O[C@H](C(=O)NCCCN3CCCC3=O)[C@@H](O)[C@H]2O)c(=O)n1 = 0.1	-3%	0	1.4	-25%	-5%	-7%	2%
Profile of Cc1cc(C)nc(NC2=NCC(=O)N2c2ccc(F)c(Cl)c2)n1 = 0.1	-10%	10	-0.7	8%	0%	0%	10%

New compounds follow:
SMILES	IL2 activator	WRN helicase inh	PI5P4Ka inh	CCT modulator	EPAC1 antagonist	PLK1 PBD block	EPAC1 agonist	EPAC2 agonist
COC(=O)C1=C(N)OC2=C(C(=O)CC(C)(C)C2)C1c1ccoc1 (configuration not stated)	-0.1	1%	u	-0.1	5%	4.7µM*	-4%	7%
CCS(=O)(=O)c1nc(S(=O)(=O)c2ccc(Cl)cc2)c(NCc2ccco2)s1	-2.1	13%	-6	0.2	5%	-2%	-6%	1%
Cc1cccc(NC(=O)COc2ccc(Br)cc2)n1	0.4	-10%	x	-5.0	-14%	-8%	11%	23%
c1ccc2[nH]c(CSc3nc4ccccc4o3)nc2c1	-1.2	0%	x	0.1	-3%	-11%	10%	10%
O=C(Nc1ccc2nc(N3CCOCC3)sc2c1)c1ccc(F)cc1	1.2	9%	-4	-0.7	6%	-4%	-4%	-2%
CC(=O)Nc1cnc(NC(=O)c2cccc(F)c2)cc1C	0.2	-7%	1	3.2	17%	-20%	-1%	-1%
Nc1ccn(CCCN2CCN(C(=O)C3CC3)CC2)c(=O)n1	3.7	-6%	-3	1.6	4%	-7%	2%	5%
COc1ccccc1N=C1SCC(=O)N1c1ccccc1OC	0.0	-9%	-13	-0.8	9%	21µM*	3%	2%
Nc1[nH]ncc1-c1ccc(F)cc1	1.9	0%	-4	-5.2	u	-16%	16%	15%
CC/C(=C/c1sc2ccc(C)cc2[n+]1CCCS(=O)(=O)[O-])SC	-1.7	-14%	-6	-1.2	9%	-19%	4%	2%
O=C(Nc1nc(-c2ccc(Br)cc2)cs1)c1cccnc1	-0.4	3%	-7	-2.4	-5%	-17%	12%	6%
NC(=O)c1ccc(NC(=O)CNCc2ccccc2Cl)cc1	0.1	-3%	3	-2.7	11%	2%	-8%	-1%
C=CCSC1=C(C#N)C(c2cc(Br)c(O)c(OC)c2)CC(=O)N1 (configuration not stated)	-0.3	-8%	x	1.1	-1%	-23%	-1%	-2%
CCN(CC)CCCNC(=O)c1cc(-c2ccccc2)c(N2CCCCC2)s1	-1.8	0%	-5	2.6	-19%	-1%	-5%	0%
COc1ccc(/C=C/C(=O)OCC(=O)Nc2ccc(N3CCOCC3)cc2)cc1	0.1	-7%	-2	-1.9	-16%	-16%	-2%	5%
O=S(=O)(c1cc(C(F)(F)F)ccc1Cl)N1CCCCCC1	-2.3	-4%[57.1 µM]	x	0.2	-3%	3%	11%	6%
O=C(COC(=O)/C=C/c1ccccc1)Nc1ccc2c(c1)OCCO2	0.3	9%	0	-1.4	6%	-12%	-9%	4%
CC(C)N(Cc1ccccc1)C(=O)COC(=O)c1ccc2ncsc2c1	1.1	-4%	-4	-5.6	3%	2%	5%	1%
O=C(C1CCOCC1)N1CCCC(N2CCN(c3cccc(Cl)c3)CC2)C1 (configuration not stated)	-3.6	-3%	-3	1.1	-10%	2%	-6%	-7%
O=C(OCC(=O)N1CCN(c2ccccc2)CC1)c1ccccc1[N+](=O)[O-]	-5.7	-3%	-3	-0.6	-3%	3%	6%	-4%
O=C(NCc1ccc(C(F)(F)F)cc1)c1ccc2c(c1)S(=O)(=O)c1ccccc1C2=O	0.0	0%	-2	-1.2	-21%	-5%	-12%	-2%
Cc1cccc(NC(=S)NNC(=O)c2ccccc2Br)c1	-1.7	-17%	-4	0.2	-22%	-18%	6%	7%
CCN(CC)CCNC(=O)CNC(=O)c1nn(-c2ccc(OC)cc2)c(=O)c2ccccc12	-3.6	0%	9	1.0	34%[activator]	-5%	2%	6%
Cn1c(CC(=O)Nc2ccc(Cl)c(Cl)c2)nnc1SCC(=O)Nc1nccs1	-1.5	-2%	x	-3.3	-1%	-3%	-3%	9%
CC(C)NC(=O)C1CC(=O)N(C(C)c2ccccc2)C1 (configuration not stated)	-0.7	3%	x	-0.2	2%	-4%	9%	10%
CC(Oc1ccc(Cl)cc1)c1ccn[nH]1 (configuration not stated)	0.0	-6%	9	3.0	-9%	-16%	4%	-1%
COCCCn1c(SCc2ccccc2)nc2cc(OC)c(OC)cc2c1=N	-2.8	-6%	x	-1.3	-1%	-1%	12%	-12%
COc1cc(/C=C2\C(=N)N3N=C(C(C)C)SC3=NC2=O)ccc1OCCOc1ccc(NC(C)=O)cc1	0.3	-18%	-5	1.9	-6%	u	6%	-13%
O=[N+]([O-])c1cccc(S(=O)(=O)Nc2ccc(-c3ccc(N4CCOCC4)nn3)cc2)c1	0.1	3%	0	1.7	1%	9%	4%	7%
COc1ccc(NC(=S)NC2CC3CCC(C2)N3Cc2ccco2)cc1 (configuration not stated)	-4.1	-10%	0	-1.4	8%	5%	1%	-2%
O=C(Nc1ccc(C(=O)N2CCCCC2)cc1)C1CC1	1.0	-1%	5	0.5	0%	1%	1%	7%
Cc1cc(Cl)ccc1OC(C)C(=O)Nc1cccc(S(=O)(=O)N2CCOCC2)c1 (configuration not stated)	0.1	-7%	16	-1.1	-12%	-2%	2%	u
O=C1CC(NS(=O)(=O)c2cccs2)CN1c1ccc(Cl)cc1 (configuration not stated)	-0.8	3%	-3	-3.1	-8%	-9%	16%	10%
CC1(C)CC(=O)C=C(c2cccc3c2sc2ccccc23)C1	-2.2	-29%	4	-6.7	-6%	-5%	-1%	18%
